# Compound activity: PubChem, several laboratories
# WT yeast gro inh: growth inhibition of WT yeast, mitochondrial fusion screen; mitochondrial fusion phenotypic screen, WT strain; inhibition, % at 10 µM; hit rate 2.1% among 190,000; AID 1362; in the data active = inhibition above about 58%; tested in S. cerevisiae
# Dynein transport: dynein cargo transport inhibition | 3617.4 mouse cells, GR-EGFP nuclear translocation imaging; test concentration mostly 20 µM; stimulated with dexamethasone, 1 µM; stronger effect = lower value | z-score, hits read low | hit rate 0.47% among 220,000;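 active = plate z-score of nuclear minus cytoplasmic receptor signal below a set negative limit, without overly bright fluorescence or cell loss, cut at about -3.5 in these data, passing the limit was not always enough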;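 note: z-score of nuclear minus cytoplasmic ring GR-EGFP intensity difference per well; some compounds called inactive have numbers as strong as hits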
#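 medium = tetracycline-free induction medium containing charcoal-stripped FBS | also added = 1.0 µM final dexamethasone stimulus | schedule = 48 h induction, 1 h compound, 30 min dex at 37 °C | technique = fixed, Hoechst-stained cells imaged at 10x for EGFP | measure = GR-EGFP nuclear translocation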
# Lipid droplet: modulators of hepatic lipid droplet formation; AML12 mouse hepatocytes, oleate lipid droplets, BODIPY imaging; hit rate 0.4% among 240,000; inhibition, % at 6.5 µM;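 active = lipid droplet intensity inhibited by at least 50%, with more than 500 cells counted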
#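 Assay system: AML12 hepatocytes (mouse) / Also added: 100 µM oleic acid challenge / Times: overnight treatment with compound plus oleate / Detection: high-content imaging of BODIPY-stained droplets and DAPI nuclei / Evaluation: % inhibition of lipid droplet signal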
# b-catenin transl: beta-catenin nuclear translocation modulation | HeLa beta-catenin nuclear translocation, immunofluorescence imaging | nuclear translocation activity, % at 5 µM | hit rate 0.3% among 190,000 | AID 1665;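 active = nuclear translocation activity above 50% at 5 µM, with a well cell count of 50 or more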;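 note: per-cell ratio of nuclear to cytoplasmic median beta-catenin stain intensity; plate controls were DMSO negative control for no effect and GSK-3 inhibitor IX positive control for full effect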
#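 Test system: human HeLa cells, native beta-catenin. Compound dosing: 5 µM primary single dose, 0.1% DMSO, 0.02–20 µM confirmation series. Incubation: compound exposure 24 h at 37°C. Detection: beta-catenin immunostaining with DAPI counterstain, 20x imaging, 6 fields/well. Read-out basis: Nuclear/cytoplasmic beta-catenin signal ratio, % activation.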
# Yfh1-depleted yeast: mitochondrial function rescue without frataxin homolog – Friedreich's ataxia, plus single-dose screen, dose response (AID 1465); hit rate 0.074% among 220,000; S. cerevisiae Yfh1-off respiration, WST-1 reduction, 72 h; higher fold induction means a stronger effect; fold induction at 50 µM; hits with a dose series show EC50 in µM;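 active = fold induction of absorbance versus untreated yeast above a set limit, then at least 30% activation at any dose in follow-up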;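 note: activators that raise dye reduction in frataxin-depleted yeast; strong numbers were not always called active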
# HEK293 NOD2/NF-kB: NOD2 signaling inhibitors, cell-based, luminescence, uHTS, HEK293 (AID 1566) | HEK293 NOD2/NF-kB luciferase reporter, luminescence; higher % means a stronger effect | one-dose inhibition, % at 4 µM; EC50 in µM for titrated hits | hit rate 0.63% among 290,000; in the data active = inhibition above about 50%; note: many of its hits are not listed in these tables
# Autophagy HCS: modulators of autophagy. MEF GFP-LC3 puncta imaging; test concentration mostly 10 µM. calls only at 10 µM (by protocol). hit rate 0.98% among 190,000;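 active = percentage of spot-positive cells more than 3 SD above its plate mean, without a fluorescence outlier flag or 80% toxicity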;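 note: spot-positive cell cutoff set from DMSO-treated cells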
# MT stabilizer: microtubule stabilizers in HeLa cells; HeLa tubulin immunostaining HCS, 24 h; share of cells brighter than vehicle mean+2SD; % tubulin-high responders, % at 10 µM; hit rate 0.83% among 200,000; AID 2205;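 active = plate Z-score above 3 for both tubulin-high and condensed-nucleus cell shares, with cell loss under 80%, at 10 µM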;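 note: anti alpha tubulin signal scored within the nucleus-defined area of each cell; some results filed as inactive read as strong as hits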
# Ins promoter up: MIN6 insulin promoter up-regulation. MIN6 insulin promoter-GFP reporter, high-content imaging; stronger effect = higher value. z-score at 5 µM. hit rate 0.3% among 190,000;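 active = z-score above 3 at 5 µM with at least 500 cells counted in the well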
# WT yeast gro inh mutant strain: also measured in WT yeast gro inh; calls as there; inhibition, %; mitochondrial fusion phenotypic screen, mutant strain inhibition
# Dynein transport cytoplasmic EGFP: recorded beside Dynein transport, whose call it bears; z-score; measured here: cytoplasmic GR-EGFP intensity; stronger effect = higher value
# Dynein transport nuclear GR-EGFP: further read-out of Dynein transport, marked with its call; z-score; measured here: nuclear GR-EGFP intensity;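 lower value marks the stronger effect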
# Dynein transport cell count: recorded beside Dynein transport, whose call it bears; z-score; measured here: cell count per field
# Ins promoter up cell count: further read-out of Ins promoter up, marked with its call; cell count; measured here: cytotoxicity, nuclei count;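 total cells summed across four imaged fields per well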
# Lipid droplet cells 6.5 µM: second read-out of Lipid droplet, no call of its own (marks repeat the call); cell count; measured here: cell count, cytotoxicity flag;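 cells counted across two imaged fields per well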
# b-catenin transl cell count 5 µM: further read-out of b-catenin transl, marked with its call; cell count; measured here: cell count, cytotoxicity flag
# MT stabilizer Hoechst-high %: recorded beside MT stabilizer, whose call it bears; % Hoechst-high responders; measured here: nuclear condensation Hoechst responders;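 share of cells brighter than vehicle mean plus two SD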
# MT stabilizer cytotoxicity %: further read-out of MT stabilizer, marked with its call; toxicity, %; measured here: cytotoxicity by cell density;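 0% = mean cell density of plate MIN control wells and 100% = no cells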
# Autophagy HCS cell loss 18 h: further read-out of Autophagy HCS, marked with its call; toxicity, %; measured here: cell loss, nuclei count;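 cell loss after 18 h compound exposure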
# An asterisk follows results filed as active; i = inactive; / = no result given; + = active, no number.
SMILES,WT yeast gro inh,WT yeast gro inh mutant strain,Dynein transport,Dynein transport cytoplasmic EGFP,Dynein transport nuclear GR-EGFP,Dynein transport cell count,Lipid droplet,Lipid droplet cells 6.5 µM,b-catenin transl,b-catenin transl cell count 5 µM,Yfh1-depleted yeast,HEK293 NOD2/NF-kB,Autophagy HCS,Autophagy HCS cell loss 18 h,MT stabilizer,MT stabilizer Hoechst-high %,MT stabilizer cytotoxicity %,Ins promoter up,Ins promoter up cell count
Cc1ccc(S(=O)(=O)N2CCC(C(=O)Nc3ccc4c(c3)COC4=O)CC2)cc1,/,/,-0.18,-0.0821,-0.073,0.527,/,/,-0.8,1191,i,-13.9%,i,-0.5,2.4,1.4,3.5,1.01,1373
COc1cc(NC(=O)C2CCCN2S(=O)(=O)c2cccc3cccnc23)cc(OC)c1OC (stereo not drawn),-8.4,-1.6,-0.295,-0.183,0.181,0.115,21.4,630,-0.9,1119,/,-2.4%,i,10.9,2.9,2.4,7.8,-0.42,1566
CC(C)CCN1CCN(Cc2ccc(Oc3ncccn3)cc2)CC1CCO (stereo not drawn),-6.3,-8.7,-0.417,-0.316,-0.233,0.802,-0.2,747,1.0,983,i,17.8%,+,-2.3*,2.8,1.7,4.0,-0.53,1339
CCCCCCCN1C=CC(=O)CC1,/,/,-0.313,-0.862,-0.114,0.998,-35.0,633,2.5,974,i,7.8%,/,/,/,/,/,/,/
N/C(=N\OC(=O)c1ccc2ccccc2c1)c1ccc(Br)cc1,11.6,3.2,0.546,-0.226,0.325,0.386,-25.2,665,0.9,969,i,-26.2%,i,1.9,2.8,2.3,6.7,0.23,1304
CCOC(=O)Cn1c(=O)n(C2CCCC2)c(=O)c2ccccc21,7.4,-7.7,-0.0319,-0.25,0.344,-0.269,-0.2,690,-1.5,875,i,-3.3%,i,-3.1,20.5,37.6,96.1,0.1,1392
CN(C(=O)COC(=O)c1cc([N+](=O)[O-])ccc1N1CCCC1)C1CCS(=O)(=O)C1 (stereo not drawn),-17.9,5.3,-0.739,-0.227,-0.448,0.325,14.7,735,1.5,1063,i,5.4%,i,-13.8,2.4,2.3,7.9,0.03,1260
COc1cccc2cc(C(=O)NC(C)C3CCCO3)c(=O)oc12 (stereo not drawn),-4.6,10.0,0.155,0.146,0.239,-1.43,-4.1,656,1.1,1070,i,3.5%,i,4.4,3.3,1.4,6.1,1.07,1837
CC(CN1CCN(C)CC1)OC(=O)c1ccc(Cl)cc1Cl (stereo not drawn),4.1,-2.2,-1.37,-0.196,-0.504,0.894,9.6,802,0.6,1017,i,11.0%,i,0.9,3.2,1.8,9.5,2.23,879
Cc1nc2c(C)cccc2c(SC(=N)N)c1CC=C(Cl)Cl,/,/,-0.67,-0.226,-0.6,1.07,14.0,754,0.7,1316,i,18.6%,/,/,/,/,/,0.44,1381

# Taken from above:
# Lipid droplet cells 6.5 µM with CN(C(=O)COC(=O)c1cc([N+](=O)[O-])ccc1N1CCCC1)C1CCS(=O)(=O)C1 (stereo not drawn) stands at 735
# Autophagy HCS cell loss 18 h with N/C(=N\OC(=O)c1ccc2ccccc2c1)c1ccc(Br)cc1 stands at 1.9

# (continued)
SMILES,WT yeast gro inh,WT yeast gro inh mutant strain,Dynein transport,Dynein transport cytoplasmic EGFP,Dynein transport nuclear GR-EGFP,Dynein transport cell count,Lipid droplet,Lipid droplet cells 6.5 µM,b-catenin transl,b-catenin transl cell count 5 µM,Yfh1-depleted yeast,HEK293 NOD2/NF-kB,Autophagy HCS,Autophagy HCS cell loss 18 h,MT stabilizer,MT stabilizer Hoechst-high %,MT stabilizer cytotoxicity %,Ins promoter up,Ins promoter up cell count
Cc1cccc(OCC(=O)N2CCN(c3nnc(-c4ccccc4)c4ccccc34)CC2)c1,/,/,-0.842,-0.253,-0.416,0.955,0.7,689,-6.0,1197,i,0.2%,/,/,/,/,/,0.18,1369
COc1cccc(/C=C(/C#N)c2ccc(F)cc2)c1OCc1cccc(C(=O)O)c1,-41.0,1.9,0.126,-0.245,0.369,-0.109,24.3,686,3.2,475,i,-11.1%,i,-5.6,1.4,1.7,0.6,-0.19,1047
CCCN(C(=O)CSc1nc2c(cnn2-c2ccccc2)c(=O)[nH]1)C1CCS(=O)(=O)C1 (stereo not drawn),7.3,-22.3,-0.389,-0.055,-0.553,0.721,-0.1,653,-5.0,552,i,10.0%,i,-13.4,1.4,2.6,8.3,-0.01,1325
CC(=O)c1oc2ccccc2c1NC(=O)CN1CCCCC1,-7.5,8.5,0.794,-0.0186,0.571,-1.13,-0.3,733,-0.8,1207,i,-3.3%,i,0.9,1.9,1.4,0.7,/,/
COc1ccc2c(CC(=O)Nc3nnc(C4CC4)s3)coc2c1,-10.9,-7.7,0.37,2.65,0.972,0.729,2.7,601,-0.1,1065,i,5.6%,i,0.1,4.1,1.6,6.9,0.03,1250
c1cc(-c2nnc(-c3ccncc3)o2)ccn1,-0.8,-27.9,1.46,-0.313,1.37,-0.267,/,/,1.0,1175,i,16.1%,i,-15.1,4.4,1.8,3.4,0.4,949
NC(=O)SC/C(=N\S(=O)(=O)c1ccccc1)Nc1ccccc1,13.6,2.9,0.256,0.0255,0.0542,0.1,/,/,-2.2,946,i,-16.8%,i,17.8,3.6,1.3,8.1,0.63,1052
CC1CCN(C(c2cccs2)c2nnnn2Cc2ccccc2)CC1 (stereo not drawn),13.5,4.7,2.21,-0.192,1.15,-1.39,-14.8,732,-2.9,1129,i,-26.8%,i,2.4,4.0,2.8,1.8,0.48,880
COc1ccc(N2CC(C)Cn3c2nc2c3c(=O)n(Cc3ccc(C)cc3)c(=O)n2C)c(OC)c1 (stereo not drawn),15.0,-3.3,-0.859,-0.171,-0.609,-0.0885,-0.6,728,-0.8,1117,i,8.0%,i,2.1,1.3,2.9,3.5,0.06,1242
Cc1cc2ccccn2c1C(=O)c1cccc([N+](=O)[O-])c1,-4.9,-23.4,-0.18,-0.254,-0.0457,0.511,-9.7,687,-0.3,1053,i,5.3%,i,-11.7,2.2,1.8,4.4,-0.38,1230
Cn1c(=O)n(C)c2cc([N+](=O)[O-])c(N3CCN(C(=O)c4ccccc4Br)CC3)cc21,14.5,0.9,0.904,-0.172,0.33,-0.0947,-18.8,679,0.3,1406,i,29.1%,i,5.8,2.1,1.7,8.6,-1.95,1236
Cc1cc(Br)ccc1OCC(=O)NNC(=O)c1cnccn1,13.1,-0.1,0.963,-0.335,0.692,-0.139,17.5,761,/,/,i,16.9%,i,-7.9,1.9,3.3,6.7,0.08,1224
CCOC(=O)C(C)Sc1ncnc2c1c(-c1ccccc1)cn2-c1ccc(OC)cc1 (stereo not drawn),-6.4,0.3,-0.578,-0.283,-0.507,0.562,-11.8,628,-1.5,1165,/,5.9%,i,7.6,1.7,1.9,6.5,-0.38,1494
O=C(CCSc1nnc(-c2ccco2)o1)N1CCOCC1,-5.2,5.1,-0.801,-0.236,-0.632,0.942,4.1,651,-1.9,1060,i,-2.0%,i,-8.1,1.8,1.2,15.2,0.62,1178
CC1CCN(Cc2nc(-c3ccccc3)no2)CC1,-23.9,-7.1,-0.493,-0.211,-0.13,0.506,/,/,/,/,i,/,i,-12.3,2.2,1.6,8.6,/,/
Cc1cc(-c2csc(NC(=O)c3ccc(C#N)cc3)n2)c(C)n1Cc1ccco1,2.5,-5.9,-0.66,-0.242,-0.625,0.65,-17.3,692,-4.9,588,i,5.7%,i,13.6,2.7,2.1,6.3,-0.36,1504
CCOC(=O)C(=NCC1CCCO1)NNc1cc(Cl)ccc1Cl (stereo not drawn),/,/,-0.38,-0.698,-0.0141,-0.415,-1.0,685,-0.5,1316,i,16.3%,/,/,/,/,/,-0.94,1008
Cc1cc(C)nc(NC(=S)Nc2cccc(F)c2)c1,/,/,-0.363,-0.161,-0.275,-0.0236,3.0,661,1.1,1318,i,1.7%,/,/,/,/,/,-1.51,1404
CCNc1nc(NC(C)C)nc(OCCOC(=O)Nc2ccccc2)n1,0.5,8.8,0.43,-0.252,0.227,0.104,1.5,724,-0.2,1204,i,4.0%,i,-8.1,2.3,1.7,3.9,-0.51,1051
Cc1cc(C)c2c(NC(=S)Nc3ccccc3)n[nH]c2n1,0.4,-16.7,-0.244,-0.359,-0.665,0.995,14.6,733,0.3,1497,i,-27.9%,i,13.7,1.5,1.1,0.2,-0.13,1476
COc1ccccc1Nc1nc(-c2sc(NC(=O)c3ccc([N+](=O)[O-])cc3)nc2C)cs1,16.4,-1.1,-0.176,-0.0038,-0.694,0.564,/,/,/,/,/,3.4%,i,4.7,9.0,2.1,8.4,/,/
Cc1c(Br)c([N+](=O)[O-])nn1CC(=O)NCc1cccnc1,6.6,-5.6,0.261,-0.32,0.342,-0.215,5.4,739,/,/,i,13.4%,i,1.2,1.0,0.9,9.8,-0.44,636
CC(C)CC(=O)N/N=C/c1c(N)n(C)c(=O)n(C)c1=O,/,/,-0.0885,-0.224,-0.0749,-0.0146,-13.3,617,0.7,1311,i,-9.8%,/,/,/,/,/,0.37,1144
Cc1nn(Cc2c(F)c(F)c(F)c(F)c2F)c(C)c1NC(=O)c1ccc(COc2ccccc2Cl)o1,45.6,17.5,-1.78,0.369,-1.06,-0.324,/,/,/,/,/,22.0%,i,-8.2,3.5,1.0,2.5,/,/
O=C1CCC/C(=N\NC(=O)c2ccc(COc3ccccc3-c3ccccc3)cc2)C1,-8.9,-11.5,1.75,0.021,1.11,-0.467,2.4,652,11.1,875,i,-3.4%,i,-10.4,3.6,3.0,11.3,-0.19,1350

# These rows are one share of the data, so the mix of outcomes need not match the whole.
